# Screening data: PubChem BioAssay, Broad Institute
# SIRT5 block – sirtuin-5 (human) deacylase inhibition. actives 1.1% (n = 330,000). Q9NXA8. inhibition, % at 15 µM. AID 652115. Purified SirT5, succinyl-peptide AMC, trypsin-coupled fluorescence; in the data active means inhibition above about 15%; inconclusive means no clear call, values can overlap the other calls
# Target sequence (Q9NXA8 whole entry, looked up): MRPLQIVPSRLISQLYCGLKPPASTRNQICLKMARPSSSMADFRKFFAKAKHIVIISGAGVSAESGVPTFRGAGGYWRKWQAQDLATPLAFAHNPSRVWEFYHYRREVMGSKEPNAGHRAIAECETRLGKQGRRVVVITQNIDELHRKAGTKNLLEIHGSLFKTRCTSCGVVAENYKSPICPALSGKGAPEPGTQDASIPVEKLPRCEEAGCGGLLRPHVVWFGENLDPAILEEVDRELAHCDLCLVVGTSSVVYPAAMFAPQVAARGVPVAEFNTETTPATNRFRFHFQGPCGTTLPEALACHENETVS
# LGR2 antag – Drosophila LGR2 receptor signaling inhibition. HEK293 LGR2, CRE-luciferase, bursicon-stimulated, 4 h. inhibition, % at 9.99 µM. actives 0.35% (n = 380,000). AID 720647;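 active means drop in luminescence signal, shown as inhibition above about 50% in the replicate tests, limit read from the data, passing the limit was not always enough; inconclusive means probably only some replicates passing the limit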;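 further: agonist challenge used bursicon conditioned medium at about half maximal strength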
# ARNT-TACC3 inh – disruptors of human ARNT/TACC3 interaction; AlphaScreen His-ARNT PAS-B/GST-TACC3 binding, luminescence; TACC3 fragment carries E629A point mutation; inhibition, % at 9.99 µM; actives 0.66% (n = 390,000);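 active means mean inhibition of replicates at least 50% and at least half of replicates each reaching 50%; inconclusive means half or more replicates reach 50% but mean below 50%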;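 further: 0% = complete ARNT plus TACC3 wells and 100% = ARNT alone without TACC3; many hits fall short of the cut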
# EWS-Fli block – inhibitors of EWS/Fli oncoprotein transcriptional activity; A673 NR0B1-luciferase reporter, viability-normalised; inhibition, % at 12.6 µM; actives 0.67% (n = 350,000); AID 651661;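 active means mean inhibition of at least 50% after viability correction, with every replicate also passing that limit; inconclusive means mean reaches 50% but only one of two replicates passes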;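 further: firefly luciferase signal divided by Alamar Blue viability fluorescence both relative to DMSO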
# Casp6 inh – blocks human caspase-6 cleavage activity | P55212 | purified caspase-6, Z-VEID-R110 cleavage fluorescence | inhibition, % at 12.5 µM | actives 0.53% (n = 350,000) | AID 686996;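 active means mean inhibition across replicates at least about 35%, with every replicate also reaching that limit, limit read from the data; inconclusive means only one of the two criteria met; inactive means neither criterion met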;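 further: 0% = median of neutral control wells and 100% = no fluorescence left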
# Target sequence (P55212 24-179 limits assumed): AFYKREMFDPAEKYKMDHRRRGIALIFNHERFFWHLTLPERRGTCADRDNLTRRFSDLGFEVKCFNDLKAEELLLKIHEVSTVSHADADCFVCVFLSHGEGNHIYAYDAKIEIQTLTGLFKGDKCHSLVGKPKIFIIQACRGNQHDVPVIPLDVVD
# Target sequence (P55212 194-293 limits assumed): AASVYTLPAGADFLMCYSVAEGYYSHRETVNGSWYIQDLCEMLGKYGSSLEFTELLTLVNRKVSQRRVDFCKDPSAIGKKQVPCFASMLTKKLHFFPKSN
# DENV2 CPE rescue – inhibitors of DENV2 cytopathic effect | DENV2-infected cells, cytopathic effect rescue, plate reader | CPE inhibition, % at 9.99 µM | actives 1.7% (n = 350,000) | AID 651640; in the data active means CPE inhibition above about 20%, passing the limit was not always enough; inconclusive means no clear call, values can overlap the other calls; tested in BHK-21 cells;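 further: 0% = median of neutral control wells and 100% = median of positive control wells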
# PAX8 inh HTS – inhibitors of PAX8 transcriptional activity in RMG-I cells; RMG-I TPO-luciferase reporter, SteadyGlo, 24 h; inhibition, % at 12.6 µM; actives 1.2% (n = 360,000); AID 652154;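 active means mean replicate inhibition at least 60% with every replicate also reaching 60%; inconclusive means only one of the two criteria is met; inactive means mean below 60% and not all replicates reaching 60%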;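 further: luciferase light reporting Pax8 driven TPO promoter activity; plate controls were median of neutral control wells for no effect and mitoxantrone controls for full effect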
# * marks the source's active call; other numbers are inactive results; ? = inconclusive; · = not tested or not shown.
SMILES,SIRT5 block,LGR2 antag,ARNT-TACC3 inh,EWS-Fli block,Casp6 inh,DENV2 CPE rescue,PAX8 inh HTS
CN1CCc2c(sc(NC(=O)c3ccc([N+](=O)[O-])o3)c2C(N)=O)C1,4,3,-3,67*,23,-4,95*
CCOc1ccc(N(CC(=O)Nc2ccc(C)c(C)c2)S(=O)(=O)c2c(C)[nH]c(=O)[nH]c2=O)cc1,-3,-3,4,-7,3,11,3
COc1ccc2c3c(n(C)c2c1)[C@H](CO)N(Cc1ccc(Cl)cc1)CC31CCN(C(=O)NC(C)C)CC1,4,-1,·,14,-1,19,5
CN(Cc1ccccc1)c1nc(N)nc(Cl)c1C=O,-1,37,15,11,3,4,23
O=C(CCc1nc2ccccc2[nH]1)NC1CCCCC1,-2,11,-15,-13,2,15,0
OCCCc1nc2ccccc2[nH]1,12,35,-1,3,2,-2,9
COc1ccc(NC(=O)C2CCN(C(=O)C3CC(=O)N(c4ccc(C)cc4)C3)CC2)cc1 (stereo unspecified),5,8,-4,-7,5,4,-9
COc1ccc(CCNC(=O)Cc2cc(OC)c(OC)cc2Br)cc1OC,-4,5,-2,0,-4,3,7
Cc1ccc(S(=O)(=O)N(C)C[C@H]2Oc3cc(C#CC4CCCC4)ccc3S(=O)(=O)N([C@H](C)CO)C[C@@H]2C)cc1,-3,-5,4,19,-1,-1,·
COC(=O)c1cc(S(=O)(=O)N2CCC(c3cc(OC)ccc3OC)C2)c[nH]1 (stereo unspecified),0,12,0,13,3,0,12
CCn1nc(C)c(CN2CCN(Cc3cccc(OC)c3)C(CCO)C2)c1C (stereo unspecified),-4,2,-4,16,0,6,13
COCC(=O)N/N=C\c1ccccc1OC/C=C/c1ccccc1,-1,-69,6,·,3,-9,-215
Cc1cccc(C(=O)N2CCC(c3nc4ccccc4s3)CC2)c1,0,26,-4,-1,0,-7,12
CC(C)(C)OC(=O)N1CCC(CNC(=O)c2ccccc2)CC1,-4,-9,-5,-1,-5,-3,4
CCN1CCN(CC(=O)Nc2cc(C)on2)CC1,-1,-9,24,1,-23,5,-6
C[C@@H]1CN([C@@H](C)CO)S(=O)(=O)c2ccc(Br)cc2O[C@@H]1CN(C)C(=O)CC1CC1,0,13,-7,-4,2,-1,·
Cc1ccccc1OCC(=O)N/N=C/c1ccc(N(C)C)cc1,2,-25,0,-26,3,·,9
CCOc1ccc(-c2c(C(=O)N/N=C(\C)c3ccccc3OC)nnn2-c2nonc2N)cc1,-4,-11,2,6,1,7,-5
O=C(NCCNC(=O)c1ccccc1O)c1ccccc1O,-2,8,-16,23,1,4,-30
C[C@@H]1CN([C@H](C)CO)C(=O)Cc2cc(NS(=O)(=O)c3cn(C)cn3)ccc2O[C@H]1CN(C)S(=O)(=O)c1ccc(F)cc1,9,4,·,-2,-1,-2,·
O=C(Nc1ccncc1)c1cccc2ccccc12,0,4,-4,11,-2,0,6
COc1ccc(C(CNC(=O)c2[nH]c(C)c(C(C)=O)c2C)N2CCOCC2)cc1 (stereo unspecified),-1,4,-5,0,-1,0,1
COC(CNC(=O)CCCn1nnnc1CN1CCOCC1)c1cccs1 (stereo unspecified),0,3,5,·,1,-2,-1
CCC(=O)N1C[C@H](C)[C@H](OC)CN(C)C(=O)c2cc(NC(=O)c3ccccc3)ccc2OC[C@@H]1C,2,-16,-10,-10,·,-2,·
COc1cc(/C=N/NC(=O)Cc2csc(N3CCOCC3)n2)cc(OC)c1O,4,19,1,5,·,-4,4

# 13 successive compounds from above:
SMILES,SIRT5 block,LGR2 antag,ARNT-TACC3 inh,EWS-Fli block,Casp6 inh,DENV2 CPE rescue,PAX8 inh HTS
Cc1cccc(C(=O)N2CCC(c3nc4ccccc4s3)CC2)c1,0,26,-4,-1,0,-7,12
CC(C)(C)OC(=O)N1CCC(CNC(=O)c2ccccc2)CC1,-4,-9,-5,-1,-5,-3,4
CCN1CCN(CC(=O)Nc2cc(C)on2)CC1,-1,-9,24,1,-23,5,-6
C[C@@H]1CN([C@@H](C)CO)S(=O)(=O)c2ccc(Br)cc2O[C@@H]1CN(C)C(=O)CC1CC1,0,13,-7,-4,2,-1,·
Cc1ccccc1OCC(=O)N/N=C/c1ccc(N(C)C)cc1,2,-25,0,-26,3,·,9
CCOc1ccc(-c2c(C(=O)N/N=C(\C)c3ccccc3OC)nnn2-c2nonc2N)cc1,-4,-11,2,6,1,7,-5
O=C(NCCNC(=O)c1ccccc1O)c1ccccc1O,-2,8,-16,23,1,4,-30
C[C@@H]1CN([C@H](C)CO)C(=O)Cc2cc(NS(=O)(=O)c3cn(C)cn3)ccc2O[C@H]1CN(C)S(=O)(=O)c1ccc(F)cc1,9,4,·,-2,-1,-2,·
O=C(Nc1ccncc1)c1cccc2ccccc12,0,4,-4,11,-2,0,6
COc1ccc(C(CNC(=O)c2[nH]c(C)c(C(C)=O)c2C)N2CCOCC2)cc1 (stereo unspecified),-1,4,-5,0,-1,0,1
COC(CNC(=O)CCCn1nnnc1CN1CCOCC1)c1cccs1 (stereo unspecified),0,3,5,·,1,-2,-1
CCC(=O)N1C[C@H](C)[C@H](OC)CN(C)C(=O)c2cc(NC(=O)c3ccccc3)ccc2OC[C@@H]1C,2,-16,-10,-10,·,-2,·
COc1cc(/C=N/NC(=O)Cc2csc(N3CCOCC3)n2)cc(OC)c1O,4,19,1,5,·,-4,4

# Other entries:
SMILES,SIRT5 block,LGR2 antag,ARNT-TACC3 inh,EWS-Fli block,Casp6 inh,DENV2 CPE rescue,PAX8 inh HTS
COc1cccc(S(=O)(=O)Nc2ccc3c(c2)[C@@H]2C[C@H](CC(=O)NCc4cccc(F)c4)O[C@@H](CO)[C@@H]2O3)c1,8,-24,15,7,1,2,21
C[C@@H]1CN([C@H](C)CO)C(=O)c2cc(NC(=O)CCC(F)(F)F)ccc2O[C@@H]1CN(C)Cc1ccc2c(c1)OCO2,0,18,0,-6,-2,-2,-22
Cc1cccc(S(=O)(=O)N2CC[C@@H]3[C@H]2c2cc(-c4ccccc4F)ccc2N(C)[C@H]3CO)c1,9,3,-2,-7,2,?,14
C[C@H]1CN([C@@H](C)CO)C(=O)c2ccccc2-c2ccccc2CO[C@H]1CN(C)C(=O)[C@@H](Cc1ccccc1)N(C)C,-4,0,3,7,-2,0,15
COc1ccc(NC(=O)Nc2ccc3c(c2)CC(=O)N([C@@H](C)CO)C[C@H](C)[C@@H](CN(C)C(=O)Nc2ccc(OC)cc2)O3)cc1,0,-16,-5,-3,1,0,·
Cc1nc(-c2ccccn2)nc(N(C)c2ccccc2)c1Cl,-3,-6,28,23,2,2,-11
O=C(C[C@@H]1C[C@H]2c3cc(NC(=O)NC4CCCC4)ccc3O[C@H]2[C@H](CO)O1)NCc1ccccn1,3,-8,·,-2,-2,9,-2
CCOC(=O)c1ccc(NC(=O)CSc2nc3ncccc3[nH]2)cc1,-1,-51,-1,-25,7,-3,6
C[C@@H]1CCCCO[C@H](CN(C)C(=O)c2ccncc2)[C@H](C)CN([C@@H](C)CO)C(=O)c2cc(NS(=O)(=O)c3ccc(F)cc3)ccc2O1,-1,7,7,-9,-1,0,-21
CCCC#Cc1cnc2c(c1)C(=O)N([C@@H](C)CO)C[C@H](C)[C@@H](CN(C)C(=O)Nc1ccccc1OC)O2,0,-2,1,17,1,5,·
Cc1ccc(S(=O)(=O)Nc2cc(=O)[nH]c(SCc3ccccc3Cl)n2)cc1,·,·,6,13,2,-6,27
O=C(NCc1ccco1)C1CC(c2ccc(F)cc2)=NO1 (stereo unspecified),-3,-5,26,-16,3,3,-30
CO[C@@H]1CN(C)C(=O)c2ccc(NC(=O)C3CCOCC3)cc2OC[C@H](C)N(Cc2cccnc2)C[C@@H]1C,·,11,2,3,-6,-4,-12
COc1ccc(CNC(=O)[C@H](C)NC(=O)[C@@H]2Cc3ccccc3CN2)cc1,-4,5,6,·,3,?,-3
C[C@H](CO)N1C[C@H](C)[C@@H](CN(C)C)Oc2cc(-c3ccncc3)ccc2S1(=O)=O,6,-3,22,4,2,1,·
NC(=O)C[n+]1cccc(C(=O)Nc2ccccc2)c1,-3,-18,20,-25,-3,2,-4
CCOC(=O)C1=C(CN2CCSCC2)NC(=O)NC1c1cccc([N+](=O)[O-])c1 (stereo unspecified),0,-2,16,1,-2,12,14
CCOC(=O)C(=O)Nc1cc(C(=O)OC)cc(C(=O)OC)c1,0,-15,-1,14,-3,0,-8
Cc1cccc(C)c1NC(=O)CNC(=O)c1ccc(COc2ccccc2)o1,-4,-11,0,1,10,-6,0
Cc1ccc(C(=O)Nc2ncccc2C)cc1S(=O)(=O)N1CCOCC1,0,2,-1,6,4,-5,-11
COc1ccc(S(=O)(=O)N(C)C[C@@H]2Oc3c(NS(=O)(=O)c4cccs4)cccc3C(=O)N([C@@H](C)CO)C[C@@H]2C)cc1,1,-20,9,0,0,0,-22
COc1cccc(C(O)c2nc(-c3cccc(C#N)c3)cs2)c1 (stereo unspecified),·,-10,·,7,0,12,-11
Cc1onc(C(=O)N2CCN(Cc3ccccc3)CC2)c1[N+](=O)[O-],-1,-4,-3,-1,0,-1,1
Cc1c(Cl)cccc1NC(=S)NC1CCN(C(C)C)CC1,-3,-1,-2,-9,-19,-4,3
COC(=O)c1ccc(NC(=O)c2ccc3c(c2)C(=O)N(Cc2cccnc2)C3=O)cc1,-3,-1,0,·,-3,1,5

# (listing goes on)
SMILES,SIRT5 block,LGR2 antag,ARNT-TACC3 inh,EWS-Fli block,Casp6 inh,DENV2 CPE rescue,PAX8 inh HTS
COc1ccccc1C(=Cc1ccc([N+](=O)[O-])cc1)C(=O)O,3,-15,·,-6,0,1,12
C[C@@H]1CCCCO[C@H](CN(C)Cc2ccncc2)[C@H](C)CN([C@@H](C)CO)C(=O)c2cc(N(C)C)ccc2O1,0,15,2,-5,-2,-2,-8
O=c1c2sccc2[nH]c(=S)n1-c1ccccc1,-7,-7,1,-13,-5,-1,2
COc1ccc(-c2ccc(CCC(=O)O)n2Cc2ccco2)cc1,3,22,5,3,6,0,16
O=C(Nc1cccc(Cl)c1)N1CCN(Cc2ccccc2)CC1,·,-16,·,-97,-3,4,-132
OC(CNC1CCCC1)COc1ccccc1Br (stereo unspecified),-2,1,1,3,-1,?,19

# Ordered by count of non-hydrogen atoms (high to low): some entries from above
SMILES,SIRT5 block,LGR2 antag,ARNT-TACC3 inh,EWS-Fli block,Casp6 inh,DENV2 CPE rescue,PAX8 inh HTS
C[C@H]1CN([C@@H](C)CO)C(=O)c2ccccc2-c2ccccc2CO[C@H]1CN(C)C(=O)[C@@H](Cc1ccccc1)N(C)C,-4,0,3,7,-2,0,15
C[C@@H]1CN([C@H](C)CO)C(=O)c2cc(NC(=O)CCC(F)(F)F)ccc2O[C@@H]1CN(C)Cc1ccc2c(c1)OCO2,0,18,0,-6,-2,-2,-22
Cc1cccc(C)c1NC(=O)CNC(=O)c1ccc(COc2ccccc2)o1,-4,-11,0,1,10,-6,0
